From PubChem BioAssay
GASC-1 inh: inhibitors of human GASC-1 (JMJD2C) demethylase | GST-JMJD2C(1-420) H3K9me3 demethylation, DELFIA europium | hit rate 0.069% among 330,000 | inhibition, % at 2.35 µM | Q9H3R0;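 active means more than half of a compound's replicate wells show inhibition beyond 50%, single wells judged on their own value; inconclusive means some, but no more than half, of replicates pass 50% inhibition; inactive means no replicate passes 50% inhibition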;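 further: signal counts dimethyl H3K9 product captured on neutravidin plate; 0% = median of DMSO wells and 100% = 0.3 times that DMSO median; strong numbers were not always called active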
Target sequence (Q9H3R0 1-420 limits assumed): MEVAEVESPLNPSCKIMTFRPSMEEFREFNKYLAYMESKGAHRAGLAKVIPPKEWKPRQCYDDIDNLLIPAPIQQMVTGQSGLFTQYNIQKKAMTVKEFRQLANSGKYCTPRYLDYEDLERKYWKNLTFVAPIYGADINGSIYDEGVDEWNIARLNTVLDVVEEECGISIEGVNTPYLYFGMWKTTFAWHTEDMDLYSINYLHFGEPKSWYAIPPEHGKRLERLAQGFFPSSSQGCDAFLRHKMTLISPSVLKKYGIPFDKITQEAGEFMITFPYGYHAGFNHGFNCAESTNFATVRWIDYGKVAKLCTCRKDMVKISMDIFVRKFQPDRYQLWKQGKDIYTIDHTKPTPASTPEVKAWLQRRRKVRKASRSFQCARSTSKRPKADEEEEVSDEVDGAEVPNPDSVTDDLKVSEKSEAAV
Efflux pump inh: inhibitors of Candida antifungal efflux pumps expressed in yeast | S. cerevisiae Candida pump triplex, Nile Red efflux | inhibition, % at 10 µM | hit rate 0.44% among 330,000 | AID 485275;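 active means plate passing quality check with inhibition over a set limit, or well fluorescence over plate mean plus 4 SD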;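 further: Nile Red retained in pooled yeast measured as flow cytometry median fluorescence; 0% = buffer negative control and 100% = Enniatin B positive control; higher means more Nile Red kept so more efflux inhibition; some compounds called inactive have numbers as strong as hits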
The depositor's hits bear a star; ? = inconclusive; . = not tested or not shown. An excerpt. The share of hits here may be higher or lower than overall.

SMILES	GASC-1 inh	Efflux pump inh
COc1ccc(-c2n(CC(=O)OC3CC(C)CCC3C(C)C)c3ccccc3[n+]2C)cc1 (centres undefined)	10	.
O=C(N/N=C/C=C\c1ccccc1[N+](=O)[O-])c1cc(-c2ccc3ccccc3c2)n[nH]1	-6	.
COc1cccc(C(=O)N2CCN(C3CCC(c4ccccc4)CC3)CC2)c1 (centres undefined)	12	.
COc1ccc(NC(=O)c2ccco2)cc1NC(=O)c1ccccc1	-16	.
COc1cc(/C=N/Nc2ncnc3sc4c(c23)CCC4)ccc1O	-4	.
CCn1cc(CNC(=O)C2CCC(=O)N(CCc3cccc(F)c3)C2)cn1 (centres undefined)	7	.
S=c1sc2c(Cl)ncnc2n1-c1ccccc1	10	.
Oc1ccc(/C=N/Nc2ccc(C(F)(F)F)cn2)cc1O	-12	.
CN1C(=O)C(Cl)(Cl)C(=O)c2ccccc21	-19	.
COC(C[C@@H](O)CC(=O)[C@@H](C)OCc1ccccc1)OC	?	.
Cc1ccc(C)n1C(Cc1ccccc1)C(=O)O (centres undefined)	0	.
COc1cc(-c2nn3c(-c4ccccn4)nnc3s2)cc(OC)c1OC	1	.
CCC(=O)O[C@@H]1CC(=O)O[C@H](C)CC=CC=C[C@@H](O)[C@H](C)C[C@H](CC=O)[C@H](O[C@H]2O[C@H](C)[C@@H](O[C@H]3C[C@@](C)(O)[C@@H](OC(=O)CC)[C@H](C)O3)[C@H](N(C)C)[C@H]2O)[C@H]1OC	-22	.
CC(C)NC(=O)c1ccc2c(c1)N(CC(=O)NC1CCCCC1)C(=O)C(C)(C)O2	-12	.
COCCC(=O)N1CCC(Oc2ccc(C(=O)N3CCCC(COC)C3)cc2)CC1 (centres undefined)	0	.
COc1cc(/C=C/CN2CCC(Oc3ccc(C(=O)N4CCCC4)cc3)CC2)ccc1O	-15	.
CCc1cc2c(nc1CC)CCN(CC/C(C)=N/OC[C@H]1O[C@H](c3ccccc3)C=C[C@@H]1Oc1ccc(OC)cc1)C2	-16	.
CCn1c(CNC(=O)c2cccs2)nnc1SCC(=O)NCCc1ccccc1	-3	.
NC(=O)C1CCN(c2nc(-c3ccccc3)nc3c2oc2ccccc23)CC1	-3	.
CCCCc1cc2c(c(NC(=O)CC)n1)c(=O)oc1ccccc12	-29	.
O=C1CC(c2ccco2)CC(O)=C1C=NCCN1CCN(C2CC(=O)N(c3ccccc3)C2=O)CC1 (centres undefined)	7	.
COC(Cn1c2c(c3cc(C)ccc31)CCCC2NCc1ccccc1)OC (centres undefined)	-7	.
CC(C)CC(NC(=O)C1CCCN1C(=O)OC(C)(C)C)C(=O)NCC(N)=O (centres undefined)	-9	.
O=C(c1ccc(OC2CCN(CCc3ccccc3)CC2)cc1)N1CCC[C@H]1CO	6	.
Cc1ccc(C(=O)Nc2nc(=O)n(C(=O)c3ccccc3Cl)s2)cc1	-18	.
Cc1ccc(-c2nc(C)sc2CC(=O)NCc2ccco2)cc1	27	.
Nc1nc(-c2cccnc2)nn1C(=O)c1ccc(Cl)cc1	14	.
COc1cc(C(=O)Nc2cccc(-c3nc4ccccc4o3)c2C)cc(OC)c1OC	-19	.
CC1CCCN(Cc2c(O)ccc3c(=O)c(-c4ccc(Cl)cc4)coc23)C1 (centres undefined)	2	.
CN1c2ccccc2C(C)(C)C12C=Nc1c(cc(N3CCOCC3)c3ccccc13)O2 (centres undefined)	-19	.
Cc1nnc(SCC(=O)N2CCC(C(=O)Nc3nccs3)CC2)n1Cc1ccccc1	30	.
Cc1ccc(C)c(Cn2nc3c4ccccc4n(Cc4ccccc4)cc-3c2=O)c1	-2	.
FC(F)Oc1ccc(-c2csc(Cc3nnc4n3CCCCC4)n2)cc1	-29	.
CN1CCN(C(=O)/C=C/c2ccc([N+](=O)[O-])o2)CC1	4	.
COc1ccc(N(/N=C2\Sc3ccccc3C2=O)C(C)=O)cc1	-7	.
CN1CCc2c(sc(NC(=O)c3cc4cc([N+](=O)[O-])ccc4s3)c2C(N)=O)C1	-17	.

Laid out differently: 20 of the compounds above.
SMILES | GASC-1 inh | Efflux pump inh
COCCC(=O)N1CCC(Oc2ccc(C(=O)N3CCCC(COC)C3)cc2)CC1 (centres undefined) | 0 | .
COc1cc(/C=C/CN2CCC(Oc3ccc(C(=O)N4CCCC4)cc3)CC2)ccc1O | -15 | .
CCc1cc2c(nc1CC)CCN(CC/C(C)=N/OC[C@H]1O[C@H](c3ccccc3)C=C[C@@H]1Oc1ccc(OC)cc1)C2 | -16 | .
CCn1c(CNC(=O)c2cccs2)nnc1SCC(=O)NCCc1ccccc1 | -3 | .
NC(=O)C1CCN(c2nc(-c3ccccc3)nc3c2oc2ccccc23)CC1 | -3 | .
CCCCc1cc2c(c(NC(=O)CC)n1)c(=O)oc1ccccc12 | -29 | .
O=C1CC(c2ccco2)CC(O)=C1C=NCCN1CCN(C2CC(=O)N(c3ccccc3)C2=O)CC1 (centres undefined) | 7 | .
COC(Cn1c2c(c3cc(C)ccc31)CCCC2NCc1ccccc1)OC (centres undefined) | -7 | .
CC(C)CC(NC(=O)C1CCCN1C(=O)OC(C)(C)C)C(=O)NCC(N)=O (centres undefined) | -9 | .
O=C(c1ccc(OC2CCN(CCc3ccccc3)CC2)cc1)N1CCC[C@H]1CO | 6 | .
Cc1ccc(C(=O)Nc2nc(=O)n(C(=O)c3ccccc3Cl)s2)cc1 | -18 | .
Cc1ccc(-c2nc(C)sc2CC(=O)NCc2ccco2)cc1 | 27 | .
Nc1nc(-c2cccnc2)nn1C(=O)c1ccc(Cl)cc1 | 14 | .
COc1cc(C(=O)Nc2cccc(-c3nc4ccccc4o3)c2C)cc(OC)c1OC | -19 | .
CC1CCCN(Cc2c(O)ccc3c(=O)c(-c4ccc(Cl)cc4)coc23)C1 (centres undefined) | 2 | .
CN1c2ccccc2C(C)(C)C12C=Nc1c(cc(N3CCOCC3)c3ccccc13)O2 (centres undefined) | -19 | .
Cc1nnc(SCC(=O)N2CCC(C(=O)Nc3nccs3)CC2)n1Cc1ccccc1 | 30 | .
Cc1ccc(C)c(Cn2nc3c4ccccc4n(Cc4ccccc4)cc-3c2=O)c1 | -2 | .
FC(F)Oc1ccc(-c2csc(Cc3nnc4n3CCCCC4)n2)cc1 | -29 | .
CN1CCN(C(=O)/C=C/c2ccc([N+](=O)[O-])o2)CC1 | 4 | .

Following part
SMILES	GASC-1 inh	Efflux pump inh
O=c1[nH]c2cc3c(cc2cc1CN(Cc1ccccc1)Cc1nnnn1Cc1ccco1)OCCO3	15	.
COc1ccc2[nH]cc(C(O)CN3CCN(c4ccccc4)CC3)c2c1 (centres undefined)	0	.
COc1ccc(-n2c(C)nc3sc4c(c3c2=O)CCC4)cc1	-50	.
C/C(=N\Nc1ccc(S(N)(=O)=O)cc1[N+](=O)[O-])c1ccc2c(c1)OCO2	-6	.
CCC12CSc3nc(Cl)ccc3N1C(=O)C(=O)N2C (centres undefined)	6	.
COc1ccc(CNCCS(=O)(=O)NC2CCCC2)cc1	.	-0.2
O=C(Cc1ccc(Cl)c(Cl)c1)Nc1ccccc1N1CCCC1	.	1.9
COc1cc(C(=S)N2CCOCC2)cc(OC)c1OC(=O)c1ccc(C)cc1	.	-0.2
O=C(NCC1CCN(Cc2cccc(Cl)c2)CC1)Nc1ccccc1Cl	2	0.0
CC(C)Oc1ccccc1NC(=O)CSc1nc2ccccc2c(=O)n1C	39	-0.1
C[n+]1ccccc1/C=C/c1ccccc1Cl	8	0.0
COCCCNC(=S)N1CCN(C(c2ccccc2)c2ccccc2)CC1	3	0.0
COc1ccc2[nH]c(C(=O)N/N=C/c3ccc(O)cc3O)cc2c1	-4	0.0
COc1cc2c(cc1OC)/C(=C/C(=O)c1ccc(OC)c([N+](=O)[O-])c1)NCC2	10	-0.1
Cc1ccc(C(=O)NNC(=O)CCC(=O)NCc2ccccc2)cc1Br	6	-0.2
COc1ccc(NC(=O)CSc2nc(O)cc(=O)n2-c2ccccc2)cc1	0	-0.1
COc1ccc(S(=O)(=O)N2CCC(Nc3ccccc3Cl)CC2)cc1	-7	0.0
CCCOc1ccc(/C=N/n2nnnc2N)cc1OC	14	0.2
COc1ccc(/C=N/NC(=O)c2cc3c(ccc4ccccc43)o2)cc1OC	11	-0.2
Cc1ccc(NC(=O)c2cccc(N3C(=O)C4C5C=CC(C5)C4C3=O)c2)cc1C (centres undefined)	2	1.9
CCOC(=O)Nc1ccc2c(c1)N(C(=O)CN(CC)CC)c1ccccc1CC2	0	0.0
S=C(Nc1cccc(Cl)c1Cl)N1CCCC1	2	0.0
CN(CCNC(=O)c1cc2c(-c3ccccc3F)nn(C)c2s1)C1CCCCC1	-3	0.0
Cc1ccccc1OCCCCN1CCCCC1	1	0.0
COc1cccc(S(=O)(=O)NCc2ccc(C(=O)NCc3ccccn3)cc2)c1	0	0.0
O=c1[nH]c(/C=C\c2ccc(O)c(O)c2)nc(O)c1[N+](=O)[O-]	-40	0.0
O=C(NCCO)c1cc2c([nH]c3ccccc32)c(-c2ccc(F)cc2)n1	6	-0.1
Nc1nc(NCC(=O)O)nc(NC2CCCCC2)c1[N+](=O)[O-]	4	-0.2
Cc1c(C)c2ccc(O[C@@H]3O[C@H](CO)[C@H](O)[C@H](O)[C@H]3O)cc2oc1=O	-4	-0.1
O=C(NCCc1ccccc1)c1ccc(NC(=O)c2cccnc2)cc1	17	0.0
O=C(Nc1ccc(CN2CCOCC2)cc1)c1ccc(Cl)cc1Cl	-8	0.0
Cc1ccc2oc(C(=O)NCCC3CCCCO3)c(C)c2c1 (centres undefined)	5	0.0
NC(=O)CSc1nnc(COc2ccc3ccccc3c2)o1	14	-0.1
COCCN(CC1CCCN(C2Cc3ccccc3C2)C1)C(=O)CCC(C)=O (centres undefined)	-2	-0.1
Cc1ccc(Nc2nc(N)c3ccccc3n2)cc1C	1	0.0
CC(C)CCN1C(=O)c2ccc(C(=O)Nc3cc(C(=O)O)cc(C(=O)O)c3)cc2C1=O	-2	-0.1
COc1cc(NC(=S)N2CCCC2)cc(OC)c1	-9	0.0
CCc1ccc(NC(=O)c2cnc(SC)nc2C)cc1	2	0.2
O=c1nc(-c2ccccc2)c(-c2ccccc2)n[nH]1	4	-0.2
Cc1ccc(C#N)c(SCCN2CCCCC2)n1	9	0.1
O=S(=O)(NCc1ccccc1)c1ccc(Br)s1	44	-0.1
CCC1CN(C(=O)NCc2ccccc2)c2cc(C)ccc2O1 (centres undefined)	-5	-0.1
CN1CCC(N(C)C(=O)/C(C#N)=C/c2ccccc2)CC1	-13	0.0
COC(=O)c1ccc(COc2ccc3ccc(=O)oc3c2)o1	-4	0.0
CCn1c(CCc2ccccc2)nc2ccccc21	-7	0.0
O=C(Nc1ccccc1)Nn1cnnc1	7	-0.1
CCCCNC(=O)c1ccc2c(c1)C(=O)N(Cc1ccncc1)C2=O	0	-0.5
Cc1ccc(-c2cc(C(=O)N/N=C/c3ccc([N+](=O)[O-])o3)c3ccccc3n2)o1	2	0.0
O=C(CCC(=O)Nc1ccccc1Cl)NNS(=O)(=O)c1ccc(Cl)cc1	9	0.0
Cc1cccc(NC(=S)NC(=O)Cc2ccccc2)c1C	2	0.3
COc1ccc(OCC(O)CNC2CCCC2)cc1 (centres undefined)	7	-0.1
CCC1CCC(N2CCN(c3cccc(OC)c3)CC2)CC1 (centres undefined)	0	0.1
CCCn1cnc2c(oc3ccccc32)c1=O	0	0.0
C/C(=N\NC(=O)c1ccc2c(c1)OCO2)c1ccc(NC(=O)CCCC(=O)O)cc1	-2	0.2
COc1ccccc1CCC(=O)Oc1ccc(C#N)cc1OC	-3	-0.9
O=C(O)Cn1c(SCCOc2ccc(Cl)cc2)nc2ccccc21	-4	0.1
CCN(CC)CCNC(=O)Cn1c(=O)c2cccn2c2ccc(F)cc21	-4	0.4
C=CCn1c(=O)c(C(=O)NCc2ccc3c(c2)OCO3)c(O)c2cc(OC)c(OC)cc21	-7	-0.2
COC(=O)CCC(=O)N1CCC(CCC(=O)NCc2ccc(F)cc2)CC1	-7	-0.1
COC(=O)CCC(=O)NC1CC(C)(C)Cc2c1cnn2-c1ccccc1 (centres undefined)	7	-0.1
Going on with the list.
SMILES	GASC-1 inh	Efflux pump inh
CSc1ccccc1NC(=S)NC1CCCC1	-6	0.0
O=C(O)CC(CNC(=O)C1CCCN1C(=O)OCc1ccccc1)c1ccccc1 (centres undefined)	20	-0.1
COc1cc(NC(=O)c2ccccc2F)ccc1NC(=O)c1cc2ccccc2o1	-14	0.1
COc1ccc(CCCC(=O)NCCc2ccccc2)c(C)c1	7	0.1
CCn1ccnc1CN(C)Cc1c(C(=O)N2C[C@@H](C)O[C@@H](C)C2)nc2ccc(Cl)cn12	-3	-0.1
